ABCB1 block = inhibitors of human ABCB1 transporter, ABCG2 counter-screen; CCRF-Adr cells, JC-1 efflux, flow cytometry; inhibition, % at 6.6 µM; hit rate 0.067% among 190,000; AID 1326; in the data active means inhibition above about 40%;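 further: 0% = vehicle and 100% = reference inhibitor; higher value means more JC-1 retained so stronger ABCB1 efflux block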
Mcl1-Noxa inh = Mcl-1/Noxa interaction inhibition | Q07820 | TR-FRET Mcl-1/Noxa peptide binding, 2 h | inhibition, % at 21.7 µM | hit rate 1.5% among 220,000;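 active means compounds that cut the protein-peptide binding signal by more than 50% relative to plate controls in a single-dose test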;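 further: His-tagged Mcl-1 with rhodamine Noxa BH3 peptide and terbium anti-His antibody; 0% = Mcl-1 plus Noxa peptide wells and 100% = peptide-only wells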
Rac1 wt GTP bind = alters GTP binding to wildtype human Rac1. P63000. GST-Rac1 beads, fluorescent GTP binding, flow cytometry; actives lie on both sides; 0 = cold GTP competed, 100 = untreated. GTP binding activity (% of control), % at 10 µM. hit rate 0.27% among 190,000;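 active means GTP binding activity at least 20 points away from the 100% control level, either lower or higher; inconclusive means compound flagged as likely green fluorescent, judged across all proteins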
HRas wt GTP = changes GTP binding to wildtype human HRas | hit rate 0.14% among 190,000 | P01112 | GTP binding activity, % at 10 µM | GST-Ras wt beads, Bodipy-FL-GTP binding, flow cytometry; actives lie on both sides;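 active means GTP binding activity at least 20% away from the 100% baseline, either lowered as inhibitor or raised as activator; inconclusive means flagged as likely green fluorescent, judged across all proteins in the well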;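 further: 0% = unlabeled GTP competition control and 100% = no-compound control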
Target sequence (P01112 whole entry, looked up): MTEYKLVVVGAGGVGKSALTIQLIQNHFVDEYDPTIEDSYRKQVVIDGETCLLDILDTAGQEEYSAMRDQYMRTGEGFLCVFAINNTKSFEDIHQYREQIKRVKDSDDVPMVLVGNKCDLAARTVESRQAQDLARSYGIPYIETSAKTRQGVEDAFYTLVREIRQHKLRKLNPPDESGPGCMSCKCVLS
Rac1 act GTP bind = human Rac1 activated mutant GTP binding change; P63000; GST-Rac1 activated beads, fluorescent GTP binding, flow cytometry; actives lie on both sides; 100% means binding = to untreated wells; percent activity (GTP binding), % at 10 µM; hit rate 0.11% among 190,000; AID 764;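 active means GTP binding at least 20 percentage points away from the 100% baseline, in either direction, so actives lie on both sides; inconclusive means Compound likely fluorescent itself, or too few beads counted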
Cdc42 wt = human Cdc42 wildtype GTP binding change, either direction; P60953; GST-Cdc42 beads, Bodipy-GTP binding, flow cytometry; actives lie on both sides; percent activity (GTP binding), % at 10 µM; hit rate 0.2% among 190,000;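 active means percent activity GTP binding at least 20 points away from the 100% baseline, either down as inhibitor or up as activator; inconclusive means compound flagged as likely green fluorescent from well-wide comparison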;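 further: median bead fluorescence of bound Bodipy-FL-GTP at 100 nM; 0% = excess unlabeled GTP control and 100% = no compound control; below 100% means less GTP binding so inhibitor and above means activator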
Target sequence (P60953 whole entry, looked up): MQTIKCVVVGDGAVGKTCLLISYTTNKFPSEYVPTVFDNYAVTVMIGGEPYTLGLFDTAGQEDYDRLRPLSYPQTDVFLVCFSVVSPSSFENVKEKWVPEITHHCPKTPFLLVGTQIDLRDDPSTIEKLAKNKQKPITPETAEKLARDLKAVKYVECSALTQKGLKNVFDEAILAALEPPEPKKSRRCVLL
Pf gamet viab = P. falciparum stage V gametocyte viability inhibition. P. falciparum stage V gametocytes, ATP luminescence, 24 h. inhibition, % at 10.9 µM. hit rate 0.065% among 150,000. AID 743093;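 active means inhibition above the mean plus 3 SD of compounds within the control limits, set per campaign, cut at about 38% in these data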;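 further: 0% = DMSO wells and 100% = medium only without gametocytes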
ABCG2 inh = inhibitors of human ABCG2 transporter, ABCB1 counter-screen | Q9UNQ0 | IgMXP3 cells, JC-1 efflux, flow cytometry | inhibition, % at 6.6 µM | hit rate 0.1% among 190,000 | AID 1325;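 active means inhibition above 80%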;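 further: 0% = DMSO and 100% = nicardipine control wells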
Target sequence (Q9UNQ0 whole entry, looked up): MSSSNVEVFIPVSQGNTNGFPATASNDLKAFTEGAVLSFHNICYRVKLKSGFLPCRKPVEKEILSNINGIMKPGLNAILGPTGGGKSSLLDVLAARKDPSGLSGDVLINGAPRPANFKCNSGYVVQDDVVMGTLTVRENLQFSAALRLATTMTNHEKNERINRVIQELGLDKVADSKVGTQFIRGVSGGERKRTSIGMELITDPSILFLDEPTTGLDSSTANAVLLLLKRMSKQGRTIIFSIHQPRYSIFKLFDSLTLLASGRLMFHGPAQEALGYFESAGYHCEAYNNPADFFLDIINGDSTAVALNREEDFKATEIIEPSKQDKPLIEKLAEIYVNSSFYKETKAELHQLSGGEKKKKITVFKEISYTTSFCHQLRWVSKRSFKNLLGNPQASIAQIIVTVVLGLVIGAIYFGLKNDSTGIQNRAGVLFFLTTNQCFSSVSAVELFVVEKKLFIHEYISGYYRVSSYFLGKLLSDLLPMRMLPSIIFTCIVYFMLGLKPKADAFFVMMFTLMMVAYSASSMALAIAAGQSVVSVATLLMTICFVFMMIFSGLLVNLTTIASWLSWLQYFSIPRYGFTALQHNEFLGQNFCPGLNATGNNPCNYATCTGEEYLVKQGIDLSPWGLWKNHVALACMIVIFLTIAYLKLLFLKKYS
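Read-out basis: Efflux inhibition in percent versus controls | Test system: ABCG2 IgMXP3 and barcoded ABCB1 CCRF-Adr cell mix | Quantity: 3 million cells/mL in well | Schedule: 10 min at 25 °C | Control set: Nicardipine as high control, DMSO as low control | Reagent: JC-1 as fluorescent efflux pump substrate | Signal: Flow cytometry of retained JC-1 fluorescence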
Rab7 wt GTP bind = dog Rab7 wildtype GTP binding, inhibitors and activators. GST-Rab7 beads, fluorescent GTP binding, flow cytometry; actives lie on both sides; untreated = 100%, excess cold GTP = 0%. GTP binding activity (percent of control), % at 10 µM. hit rate 0.055% among 190,000;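 active means fluorescent GTP binding to Rab7 beads changed by at least 20 points from the 100% baseline, either direction, mostly lower; inconclusive means compound itself probably fluorescent, or too few beads counted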;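 further: median green fluorescence of bound Bodipy-FL-GTP per Rab7 bead population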
Rab2 wt GTP = changes GTP binding to wildtype dog Rab2A, up or down. P61105. GST-Rab2 wt beads, Bodipy-GTP binding, flow cytometry. GTP binding activity, % at 10 µM. hit rate 0.19% among 190,000;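 active means GTP binding activity at least 20 points away from 100%, either lowered or raised; inconclusive means signal likely due to the compound's own green fluorescence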;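 further: 0% = beads with excess unlabeled GTP and 100% = no-compound control corrected for plate trend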
Avidin bead fluor = compound fluoresces at 488/530 nm on avidin beads | compound fluorescence 488/530 nm, flow cytometry; hits give high values | fluorescence (KMESF) at 10 µM | hit rate 0.38% among 220,000 | AID 1775; in the data active means fluorescence above about 47; further: inactives centre near 10
* = called active by the depositor; ? = inconclusive; nt = no result given.

SMILES	ABCB1 block	Mcl1-Noxa inh	Rac1 wt GTP bind	HRas wt GTP	Rac1 act GTP bind	Cdc42 wt	Pf gamet viab	ABCG2 inh	Rab7 wt GTP bind	Rab2 wt GTP	Avidin bead fluor
CCOC(=O)C1=C(c2ccccc2)NC(=O)NC1c1ccc(OCC#N)c(OC)c1 (centres undefined)	1.4	-15.5	103.0	104.0	102.0	105.0	-3.9	6.4	100.0	105.0	15
CC(C)C(=O)Nc1ncc(C(F)(F)F)cc1Cl	0.3	-4.1	109.0	103.0	100.0	104.0	nt	0.1	101.0	105.0	12
COc1ccc(-c2sccc2C(C)C(=O)O)cc1 (centres undefined)	0.3	-0.1	96.0	98.0	96.0	99.0	nt	0.4	96.0	97.0	14
Cc1cccc(C(=O)NC(=S)NNC(=O)COc2c(C)cccc2C)c1	-1.2	-30.1	?	?	?	?	-3.2	-5.8	?	?	5
Cc1ccc(NC(=O)COC(=O)/C=C/c2cccs2)c(C)c1	0.2	17.6	105.0	101.0	99.0	102.0	1.9	10.9	99.0	99.0	13
CS(=O)(=O)Nc1ccc(C(=O)NCCC2=CCCCC2)cc1	-0.3	3.1	113.0	106.0	100.0	104.0	1.2	5.0	106.0	102.0	nt
O=C(CSc1nnc(COc2ccccc2)o1)c1ccccc1	-0.4	-17.6	98.0	97.0	96.0	97.0	8.7	12.3	100.0	95.0	36
Cc1ccc(S(=O)(=O)N2CCC(=O)N(C(COCc3cccc(C(F)(F)F)c3)Cc3ccccc3)CC2)cc1 (centres undefined)	1.2	-1.5	103.0	100.0	99.0	99.0	nt	0.0	92.0	98.0	10
CCOC(=O)c1ccc(NC(=O)NCc2c(C)nn(CC)c2C)cc1	0.1	-2.9	97.0	96.0	97.0	94.0	5.7	3.5	95.0	94.0	12
Cc1csc(SCC(=O)NC(=O)NC(C)(C)C)n1	0.5	0.8	101.0	95.0	95.0	101.0	-18.4	6.1	94.0	99.0	15
O=C(NCc1ccco1)c1ccccc1Br	0.6	nt	87.0	92.0	89.0	92.0	-1.3	0.8	89.0	90.0	28
CN(C)CC(C)(C)CNS(=O)(=O)CC12CCC(CC1=O)C2(C)C (centres undefined)	0.0	-9.9	107.0	102.0	102.0	101.0	-0.1	-0.4	99.0	101.0	8
COc1cc(OC)c(NS(=O)(=O)c2coc(C(N)=O)c2)cc1Cl	0.1	11.3	104.0	100.0	102.0	103.0	nt	0.2	98.0	99.0	3
COc1ccc(S(=O)(=O)n2c(CCN3CCOCC3)nc3ccccc32)cc1	2.4	-5.8	104.0	107.0	101.0	105.0	-5.1	3.7	102.0	107.0	17
Nc1nccc(-c2ccc(-n3cnc4ccccc43)cc2)n1	1.1	4.2	97.0	98.0	96.0	99.0	1.3	8.1	100.0	98.0	10
COc1cc2c(cc1OC)/C(=C/C(=O)N1CCOCC1)NC(C)(C)C2	0.2	17.9	95.0	95.0	95.0	98.0	2.9	0.1	96.0	94.0	10
COc1ccc(OC)c(S(=O)(=O)Nc2cccc(-c3ccc4nncn4n3)c2)c1	0.2	9.7	98.0	97.0	95.0	98.0	11.6	7.8	98.0	97.0	12
CCN(C(=O)CSc1nnc2c3ccccc3n(CC)c2n1)C1CCS(=O)(=O)C1 (centres undefined)	0.5	13.7	105.0	102.0	97.0	102.0	8.7	23.2	101.0	97.0	12
O=C(N/N=C\c1ccco1)c1cncc(Br)c1	-0.2	-8.6	107.0	101.0	100.0	103.0	16.6	0.9	103.0	96.0	3
COc1ccc(NC(=O)CN2CCN(c3nc(-c4cccc(OC)c4)cs3)CC2)cc1	0.2	3.8	98.0	99.0	96.0	99.0	24.6	1.4	99.0	98.0	8
Cc1ccc(NC(=O)NC2C(NC(=O)Nc3ccc(C)cc3)N(C)C(=O)N2C)cc1 (centres undefined)	-4.7	6.4	96.0	94.0	94.0	96.0	-20.3	-8.3	92.0	93.0	2
CCCCOC(=O)n1c(=O)oc2cc(S(=O)(=O)N3CCCCC3)ccc21	0.4	1.8	96.0	97.0	92.0	96.0	nt	-2.2	94.0	94.0	10
CCOc1ccc2c(c1)C(c1ccc(C)cc1)=NNC(c1ccc(C)cc1)=N2	0.6	0.3	106.0	100.0	99.0	101.0	nt	7.8	96.0	96.0	6
CC(=O)c1ccc(-c2nnc(CCC(=O)N(C)Cc3c(C)nc4ccccn34)o2)s1	1.7	14.4	99.0	100.0	93.0	99.0	9.1	8.3	102.0	96.0	6
COc1ccc(C2OCC3(CO2)SC(N)=NC3=O)cc1 (centres undefined)	0.4	-8.6	106.0	106.0	103.0	107.0	-16.6	2.5	104.0	106.0	8
CCOC(=O)N1CCN(S(=O)(=O)c2ccc3c(c2)SC(C)C(=O)N3)CC1 (centres undefined)	1.6	2.8	102.0	99.0	98.0	100.0	-16.7	2.8	94.0	100.0	46
CCOC(=O)Cn1c(-c2ccc(Cl)nc2)nc2ccccc21	-0.1	5.3	100.0	99.0	97.0	99.0	-12.1	0.2	99.0	97.0	27
COc1ccccc1NS(=O)(=O)c1cccc(C(=O)NCc2ccco2)c1	1.0	8.4	99.0	98.0	99.0	98.0	-22.0	7.3	95.0	99.0	5
Cn1c(NNC(=O)C(c2ccccc2)c2ccccc2)cc(=O)n(C)c1=O	-0.4	5.3	99.0	98.0	98.0	97.0	-2.5	-2.1	96.0	95.0	6
CCOc1cc(NC(=S)Nc2cccc(OC)c2)c(OCC)cc1NC(=O)C(C)C	2.1	-6.0	93.0	97.0	92.0	95.0	-27.7	8.5	100.0	95.0	29
COc1cc(/C=C/C(=O)OCC(=O)c2c(N)n(C)c(=O)n(C)c2=O)ccc1O	0.0	8.9	87.0	91.0	91.0	89.0	6.9	6.4	97.0	88.0	9
CN(C)S(=O)(=O)c1ccc(C(=O)NCc2cccs2)cc1	0.4	nt	89.0	94.0	90.0	95.0	4.5	3.3	93.0	93.0	11
Cc1cnccc1NC(=O)c1cccs1	0.6	10.5	100.0	98.0	95.0	97.0	14.6	2.2	98.0	96.0	6
CC(C)CC(NS(=O)(=O)c1ccccc1)C(=O)O (centres undefined)	0.1	-20.8	105.0	102.0	99.0	103.0	17.9	0.7	104.0	100.0	45
CCOC(=O)C1CN(S(C)(=O)=O)c2cc(CC(=O)OC)ccc2O1 (centres undefined)	0.4	1.3	103.0	99.0	98.0	100.0	-1.2	2.2	95.0	97.0	9
NC[C@H]1O[C@H](O[C@H]2[C@H](O)[C@@H](O[C@H]3O[C@H](CO)[C@@H](O)[C@H](N)[C@H]3O)[C@H](N)C[C@@H]2N)[C@H](N)C[C@@H]1O	0.0	-17.8	102.0	102.0	97.0	95.0	nt	0.0	95.0	98.0	10
COCCNC(=O)C(c1ccc(C)o1)N(CC1CCCO1)C(=O)Cn1nnc2ccccc21 (centres undefined)	1.2	2.5	106.0	103.0	99.0	103.0	nt	28.3	103.0	102.0	16
O=C(Nc1ccccc1N(C(=O)c1ccco1)S(=O)(=O)c1cccs1)c1ccco1	0.3	-0.3	104.0	100.0	98.0	97.0	-3.2	0.9	101.0	100.0	6
Cc1ccc(C(=O)C[n+]2cccc3cc(C)ccc32)cc1	0.6	26.7	101.0	99.0	96.0	100.0	-21.8	-1.4	96.0	98.0	10
Cc1csc(SCC(=O)Nc2cccc3nsnc23)n1	-2.5	-14.5	94.0	96.0	94.0	97.0	-17.0	-1.4	95.0	95.0	14
Cc1ccc(OCC(=O)NCCc2c[nH]c3ccccc23)cc1	0.0	-0.8	99.0	97.0	96.0	95.0	24.8	2.7	102.0	97.0	10
COC(=O)c1nc(NC(=O)c2ccc(Cl)cc2)n[nH]1	-0.8	-8.0	105.0	99.0	100.0	101.0	nt	23.6	98.0	95.0	24
CCc1ccc(-c2cc(C(=O)Nc3ccc(S(=O)(=O)NC(C)=O)cc3)c3ccccc3n2)cc1	-0.1	nt	91.0	95.0	90.0	92.0	nt	-1.3	93.0	91.0	10
COC(=O)c1ccc2nc(C)cc(Nc3ccccc3C)c2c1	0.4	24.1	101.0	98.0	97.0	97.0	nt	1.1	104.0	98.0	5
CCCC1(C(=O)O)NC(c2ccc(OC)cc2O)C2C(=O)N(c3ccc(OC)cc3)C(=O)C21 (centres undefined)	1.5	6.3	98.0	97.0	97.0	98.0	nt	7.9	94.0	97.0	6
CCCOc1ccccc1NC(=O)Nc1ccccc1Cl	0.3	5.3	96.0	96.0	93.0	95.0	27.6	7.3	93.0	95.0	10
CN(C(=O)c1c(Cl)nc2sccn12)C1CCCCC1	0.3	6.5	98.0	97.0	96.0	96.0	6.5	-0.3	99.0	97.0	12
CCOc1cc(Cl)c(NC(C)=O)cc1OCC	0.2	-1.7	104.0	101.0	100.0	101.0	19.4	1.5	103.0	97.0	5
CN(CCOc1ccccc1)C(=O)c1cc([N+](=O)[O-])cc([N+](=O)[O-])c1	1.3	-12.2	94.0	96.0	95.0	94.0	-0.3	3.3	101.0	97.0	8
c1ccc2c(CNc3ccc(CNc4ncn[nH]4)cc3)cccc2c1	0.9	-7.3	105.0	100.0	99.0	103.0	nt	1.8	100.0	100.0	16
Cc1c(NC(=O)CCC2CCCCC2)cc(C(=O)N2CCOCC2)cc1[N+](=O)[O-]	0.9	15.4	103.0	97.0	99.0	99.0	16.1	2.5	105.0	99.0	6
O=C1C(=O)N(CC2CCCO2)C(c2ccco2)/C1=C(/O)c1ccc(F)cc1 (centres undefined)	0.8	8.0	102.0	95.0	95.0	96.0	-17.0	2.5	95.0	99.0	7
Cc1ccc2nc(NCCO)nc(-c3ccccc3)c2c1	0.3	-3.1	102.0	100.0	100.0	101.0	nt	1.2	99.0	98.0	32
COc1ccc(C(=O)CSc2nnc(-c3ccoc3C)n2CC2CCCO2)cc1 (centres undefined)	1.1	-11.0	99.0	100.0	96.0	98.0	21.2	5.2	98.0	99.0	14
Nc1nnnn1CC(=O)OCc1cccc(Br)c1	0.3	24.0	105.0	103.0	98.0	105.0	nt	0.9	103.0	103.0	35

Bioassay records (PubChem)
